# Bioassay records from PubChem.
# E-selectin induc: E-selectin induction in HUVECs, primary screen, imaging, HUVEC, immunofluorescence imaging, single point | 260,000 tested, 0.37% active | P16581 | normalized: neutral wells 0, TNF-alpha wells 100 | AID 686992, 2013 | activation, % at 7.58 µM;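 active = mean E-selectin-positive cell signal at least 10% of the positive control, reached in at least 60% of replicates, without over 20% cell loss; inconclusive = no rule given, readout overlaps actives, possibly toxicity-flagged; inactive = the rest, including those meeting only one limit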;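 note: in these data hits start at about 27%; measured in HUVEC primary endothelial cells; signal is the percent of cells scored E-selectin positive by PE staining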
#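 assay system = HUVEC, human umbilical vein endothelial cells | input = 3,000 HUVEC seeded per well | medium = EGM-2 growth medium on 0.1% gelatin-coated wells | dosing = one compound dose added by pin transfer | signal = immunofluorescence imaging | read-out basis = % PE-positive cells | control set = TNF-alpha, DMSO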
# RAD52 anneal inh: RAD52 DNA annealing inhibitors, primary screen, biochemical, FRET, single point, set 2; DNA repair protein RAD52 homolog (Homo sapiens), P43351; recombinant RAD52 DNA annealing, FRET fluorescence; inhibition, % at 18.7 µM; 360,000 tested, 0.46% active; AID 651710, 2012;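 active = every replicate showing at least 50% inhibition; inconclusive = mean inhibition at least 50% but not in every replicate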
# FN deposit inh: inhibitors of fibronectin matrix deposition, primary screen, AH1F cells, Alexa488-fibronectin fluorescence, plate reader; AH1F fibroblasts, overnight; inhibition, % at 12.6 µM; 350,000 tested, 0.086% active; AID 743247, 2014;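 active = mean inhibition across replicates of 30% or more, regardless of how many single replicates reach that level; inconclusive = mean under 30% yet at least half of replicates reach 30%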;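 note: positive control wells lacked labelled fibronectin entirely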
#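 Material: AH1F fibroblast monolayer depositing Alexa488-labelled fibronectin into matrix / Amount: 10000 AH1F cells per well / Signal: fluorescence 485/525 nm / Medium: DMEM, 2% serum / Compound: single dose, pinned / Incubation: 1 h cell adhesion before compound, then overnight fibronectin incubation / Reagent: Alexa488-FN, 24 nM final / Read-out: inhibition of fibronectin deposition signal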
# XiGFP reactiv: activators of inactive X chromosome reactivation, primary screen, imaging, XiGFP fibroblasts, GFP high-content imaging, set 2; XiGFP mouse fibroblasts, % GFP-positive cells imaging, 3 d; cells co-treated with 5-aza-dC sensitizer; scaled so ellipticine positive control = 100%; activation, % at 7.58 µM; 360,000 tested, 0.055% active; AID 743238, 2013;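 active = mean normalized replicate activation at least 10% and every replicate at or above 10%; inconclusive = only one of the two criteria met; inactive = mean below 10% and not all replicates reach 10%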;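 note: 0% = median of on-plate neutral control wells and 100% = ellipticine 6 µM median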
#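 assay system = SV40-immortalized XiGFP fibroblast cells, line 68-5-11 | buffer or medium = DMEM plus 5-aza-dC sensitizer | doses = single-point pinned compound dosing | times = 3-day compound exposure, then 15 min fixation at room temperature | benchmarks = positive control ellipticine, 6 µM final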
# EWS-Fli block: EWS/Fli-driven NR0B1 reporter inhibitors, primary screen, A673 cells, NR0B1 luciferase, luminescence, MLPCN library; AID 651661, 2012; viability-normalised; 350,000 tested, 0.67% active; inhibition, % at 12.6 µM;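 active = mean inhibition of at least 50% after viability correction, with every replicate also passing that limit; inconclusive = mean reaches 50% but only one of two replicates passes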;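 note: firefly luciferase signal divided by Alamar Blue viability fluorescence both relative to DMSO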
# RAD54 branch: inhibitors of human RAD54 branch migration, primary screen, biochemical, fluorescence, single point. RAD54 Holliday junction branch migration, FAM/BHQ fluorescence. 360,000 tested, 0.14% active. DNA repair and recombination protein RAD54-like (Homo sapiens), Q92698. inhibition, % at 10.4 µM;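 active = mean normalized replicate activity at least 40 and at least half of replicates scoring 40 or more; inconclusive = only one of the two criteria met; inactive = mean below 40 and under half of replicates reaching 40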;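 note: 0% = median of neutral control wells and 100% = median of positive control wells; inhibitors cause a drop in the FAM fluorescence signal; in these data hits start at about 50%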
# Target sequence (Q92698 whole entry, looked up): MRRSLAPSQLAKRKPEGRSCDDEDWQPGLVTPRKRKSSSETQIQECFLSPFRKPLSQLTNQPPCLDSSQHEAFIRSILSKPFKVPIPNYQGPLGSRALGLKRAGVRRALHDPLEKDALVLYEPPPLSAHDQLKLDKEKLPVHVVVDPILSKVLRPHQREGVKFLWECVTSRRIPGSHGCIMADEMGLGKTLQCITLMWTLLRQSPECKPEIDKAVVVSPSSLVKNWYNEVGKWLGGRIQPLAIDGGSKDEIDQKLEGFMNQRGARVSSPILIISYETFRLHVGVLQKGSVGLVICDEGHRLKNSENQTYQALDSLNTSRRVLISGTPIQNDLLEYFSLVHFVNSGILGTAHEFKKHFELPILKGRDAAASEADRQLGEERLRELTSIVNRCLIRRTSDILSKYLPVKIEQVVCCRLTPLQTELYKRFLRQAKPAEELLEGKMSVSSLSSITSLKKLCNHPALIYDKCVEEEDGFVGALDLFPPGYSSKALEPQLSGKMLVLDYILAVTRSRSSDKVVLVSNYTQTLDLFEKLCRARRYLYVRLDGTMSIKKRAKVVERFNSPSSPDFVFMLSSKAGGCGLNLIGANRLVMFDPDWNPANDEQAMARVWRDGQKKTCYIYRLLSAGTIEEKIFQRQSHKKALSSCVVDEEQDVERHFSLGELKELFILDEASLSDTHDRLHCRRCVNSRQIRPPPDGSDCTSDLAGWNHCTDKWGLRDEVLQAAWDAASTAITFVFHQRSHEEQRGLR
# esBAF inh: Bmi1 luciferase reporter increase in mESCs, primary screen, esBAF inhibitor project, mouse ES cells, Bmi1 luciferase knock-in, single point; 24 h; 100% = twice the neutral-well signal; reporter increase, % at 12.5 µM; 350,000 tested, 2% active; AID 602393, 2012; in the data active = activation above about 40%; inconclusive = no clear call, values can overlap the other calls;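 note: 0% = median of the plate's neutral control wells and 100% = double that signal; a rise in the Bmi1 reporter signal indicates esBAF inhibition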
# S100A4 MyoIIA: inhibitors of S100A4-myosin IIA peptide binding, primary screen, biochemical, fluorescence polarization, TAMRA-MyoIIA peptide; Protein S100-A4 (Homo sapiens), P26447; inhibition, % at 10.7 µM; 360,000 tested, 0.14% active; AID 652163, 2013;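 active = mean inhibition of at least 70% across replicates, with every replicate also reaching that level; inconclusive = mean inhibition reaches 70% but some replicates fall short; inactive = mean inhibition below 70%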
# Target sequence (P26447 whole entry, looked up): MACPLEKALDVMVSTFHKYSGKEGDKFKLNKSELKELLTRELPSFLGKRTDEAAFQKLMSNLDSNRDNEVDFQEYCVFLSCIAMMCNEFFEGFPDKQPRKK
#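 assay system = human S100A4 monomer with TAMRA-labelled myosin IIA peptide | also added = labelled myosin peptide probe, 5 nM | incubation = 5 min between mix addition and reading | control set = DMSO and TFP controls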
# * = called active by the depositor; ? = inconclusive; . = no result given.
SMILES,E-selectin induc,RAD52 anneal inh,FN deposit inh,XiGFP reactiv,EWS-Fli block,RAD54 branch,esBAF inh,S100A4 MyoIIA
COc1ccccc1C(=O)C1CCCN(C(=O)c2ccc(Cl)cc2)C1 (stereo not given),.,-2.0,-3.0,0.1,0.2,-1.3,-1.7,-1.9
C[C@H](CO)N1C[C@H](C)[C@@H](CN(C)C(=O)Nc2ccc(C(F)(F)F)cc2)Oc2ccc(NC(=O)CCN3CCOCC3)cc2CC1=O,-0.1,-13.7,2.0,3.1,-15.5,-1.9,5.0,-1.5
O=S(=O)(c1ccccc1)c1nc(NCc2cccnc2)sc1Cl,1.0,-12.7,1.8,0.0,6.4,.,.,18.1
O=C(OCC(=O)N1CCOCC1)c1ccccc1Br,-0.3,-9.8,2.8,0.2,-25.4,1.2,34.4,3.2
O=C(COc1cccc2cccnc12)N/N=C1\SCC(=O)N1Cc1ccccc1,.,-9.4,.,.,.,-2.0,-1.3,-0.9
O=C(C[C@H]1CC[C@H]2[C@@H](COC[C@H](O)CN2Cc2cccc(Cl)c2)O1)N1CCCCC1,0.0,-5.1,-14.8,-0.1,0.5,-4.1,-0.2,5.7
COc1ccc(OC)c(NC(=S)NCCCN2CCOCC2)c1,0.0,.,4.4,0.0,.,-1.8,.,.
CN(C)c1cc[n+](CC(=O)Nc2ccc(OC(F)F)cc2)cc1,-0.2,-4.6,-3.4,-0.1,13.8,2.1,-3.9,6.5
O=C(N/C(=C/c1cccnc1)C(=O)N1CCOCC1)c1ccco1,0.0,-12.3,10.0,0.4,-3.0,.,.,0.4
CCC(OC(=O)C(C)N1C(=O)C(=O)c2ccccc21)C(=O)Nc1ccccc1OC (stereo not given),.,-15.6,4.4,0.4,31.3,0.5,0.5,-4.2
Cc1ccc2oc(C(=O)N3CCC(O)(c4cccc(C(F)(F)F)c4)CC3)c(C)c2c1,.,-19.2,-7.0,0.0,-41.8,0.8,17.3,1.7
C[C@H](CO)N1C[C@H](C)[C@H](CN(C)C(=O)Nc2ccc(C(F)(F)F)cc2)OCCCC[C@H](C)Oc2ccc(NS(=O)(=O)c3ccccc3)cc2C1=O,0.0,-15.9,0.9,0.0,-2.2,-1.8,0.8,1.3
CC(=O)C(C(C)=O)c1cc(NS(=O)(=O)c2ccccc2)ccc1NS(=O)(=O)c1ccccc1,-0.1,-29.9,1.3,0.2,8.6,0.6,.,3.2
O=C(NCC[C@H]1CC[C@@H](NC(=O)C2CCCCC2)[C@@H](CO)O1)c1cc(Cl)cc(Cl)c1,0.0,1.9,7.9,-0.3,-2.4,-9.2,0.2,0.6
Cc1c(-n2c(-c3ccccc3)nc3ccccc3c2=O)c(=O)n(-c2ccccc2)n1C,1.4,-6.6,-0.6,0.2,0.4,.,.,0.7
C[C@H]1CN([C@@H](C)CO)C(=O)c2cc(NS(=O)(=O)c3ccc(Cl)cc3)ccc2O[C@@H]1CN(C)C(=O)NC1CCCCC1,?,-0.4,-10.5,-0.8,-6.7,10.6,1.3,-3.1
COc1cccc(NC(=S)N(Cc2ccc(C)cc2)Cc2ccccn2)c1,.,-46.8,-11.3,0.0,2.4,.,.,-5.1
Cc1cc(C)n2nc(C(=O)N3CCN(Cc4ccc5c(c4)OCO5)CC3)nc2n1,4.4,-6.4,-1.2,0.0,6.6,.,-14.3,2.7
Oc1cccc(C(O)CNCc2ccc(-c3ccccc3)cc2)c1 (stereo not given),.,8.5,2.7,0.1,2.8,-5.5,-1.6,-16.3
C[C@H]1CN([C@@H](C)CO)S(=O)(=O)c2ccc(C#CC(C)(C)O)cc2O[C@@H]1CN(C)C(=O)C1CCC1,-0.5,10.2,-3.6,-1.1,3.0,5.4,4.0,16.2
Cc1cc(C)cc(CC2CC(=O)N(c3ccc([N+](=O)[O-])cc3)C2=O)c1 (stereo not given),.,5.0,5.3,0.0,-3.9,5.7,-5.7,-2.6
O=C(NCC1CCCCC1)C12CN(Cc3ccccc3)CC1C(c1cccc([N+](=O)[O-])c1)=NO2 (stereo not given),-0.3,.,-11.6,0.0,-3.4,-3.6,1.3,.
COC(=O)C[C@H]1CC[C@@H]2[C@H](COc3ccc(NC(=O)Nc4ccc(Cl)cc4)cc3C(=O)N2C)O1,0.1,.,-8.8,0.4,-18.3,3.3,2.5,.
CC(=O)Nc1cc2cc(NS(=O)(=O)c3ccc(C)cc3)ccc2oc1=O,0.1,13.0,-5.8,0.0,-5.5,0.0,-6.7,1.9
CCn1c(=O)c(=O)[nH]c2cc(C(=O)N3CCN(Cc4ccc5c(c4)OCO5)CC3)ccc21,.,0.3,.,0.0,-12.1,0.6,-7.4,-10.3

# Looked up by compound from the entries so far (3):
SMILES,E-selectin induc,RAD52 anneal inh,FN deposit inh,XiGFP reactiv,EWS-Fli block,RAD54 branch,esBAF inh,S100A4 MyoIIA
O=C(N/C(=C/c1cccnc1)C(=O)N1CCOCC1)c1ccco1,0.0,-12.3,10.0,0.4,-3.0,.,.,0.4
O=C(NCC[C@H]1CC[C@@H](NC(=O)C2CCCCC2)[C@@H](CO)O1)c1cc(Cl)cc(Cl)c1,0.0,1.9,7.9,-0.3,-2.4,-9.2,0.2,0.6
COC(=O)C[C@H]1CC[C@@H]2[C@H](COc3ccc(NC(=O)Nc4ccc(Cl)cc4)cc3C(=O)N2C)O1,0.1,.,-8.8,0.4,-18.3,3.3,2.5,.

# (further entries)
SMILES,E-selectin induc,RAD52 anneal inh,FN deposit inh,XiGFP reactiv,EWS-Fli block,RAD54 branch,esBAF inh,S100A4 MyoIIA
CC1CCN(C(=O)COC(=O)/C=C/c2ccc([N+](=O)[O-])cc2)CC1,-0.1,-5.1,-6.6,0.0,0.1,1.4,11.5,-3.7
C/C(N)=C(/C#N)C(=O)CSc1nnc(Nc2cccc(C)c2)s1,-0.1,-13.3,5.3,0.0,-20.9,-2.8,60.0*,-0.4
CC(=O)N1CC2(C1)[C@@H](c1ccccc1)[C@H](CO)N2C(=O)c1ccncc1,0.4,0.4,.,-0.1,1.6,.,.,-4.7
COCCN(C(=O)CC1CCCCC1)c1c(N)n(CC(C)C)c(=O)[nH]c1=O,.,2.2,0.6,-0.1,4.8,7.2,-3.2,-2.0
C[C@@H]1CN([C@H](C)CO)C(=O)Cc2cc(NS(=O)(=O)c3ccc(Cl)cc3)ccc2O[C@H]1CN(C)C(=O)Nc1ccccc1,0.4,10.4,.,0.0,-15.9,0.7,0.5,-31.0
O=C1N(c2ccccc2)c2ccccc2C1(O)C(F)(F)F (stereo not given),-0.1,-11.0,-2.4,0.2,-12.6,-0.3,1.0,-4.5
COc1ccc(C(=O)Nc2ccc3c(c2)C(=O)N(C)C[C@@H](OC)[C@H](C)CN[C@H](C)CO3)cc1,0.0,10.8,13.3,0.0,-8.7,8.7,-2.4,-13.0
COc1ccc(C(=O)/C(C#N)=N/Nc2ccccc2[N+](=O)[O-])cc1,0.2,-9.0,11.7,0.5,45.1,.,.,5.0
COc1ccc(S(=O)(=O)N(C)C[C@H]2Oc3c(NC(=O)C4CCCCC4)cccc3C(=O)N([C@@H](C)CO)C[C@@H]2C)cc1,1.3,10.6,.,0.1,5.0,6.4,4.6,-21.0
O=C(NCc1ccccn1)c1cc(Cl)ccc1OCc1ccccc1,-0.1,-8.5,-2.3,-0.1,-3.5,3.5,.,2.1
CCCOc1ccc2c(=O)c(-c3cc(C(=O)OC)oc3C)c(C)oc2c1,.,-0.8,.,.,.,-8.2,-6.3,-4.6
COc1ccc(S(=O)(=O)N(C)C[C@@H]2Oc3cc(C4=CCCC4)ccc3S(=O)(=O)N([C@H](C)CO)C[C@H]2C)cc1,-0.2,-2.2,4.6,-0.6,12.3,-9.6,6.2,-1.8
COc1ccc(Cl)c(CNC[C@H]2O[C@@H](n3cnc(C(N)=O)n3)[C@H](O)[C@@H]2O)c1,1.3,-9.3,-2.1,0.0,3.4,3.7,-3.9,-1.0
COc1cccc(CNC(=O)C[C@@H]2C=C[C@@H](NC(=O)C3CCOCC3)[C@H](CO)O2)c1,-0.1,1.6,-13.1,0.1,-1.0,8.0,4.7,0.3
C[C@@H]1O[C@@H](O[C@H]2[C@H](O)[C@@H](O)[C@H](Oc3c(-c4ccc(O)c(O)c4)oc4cc(O)cc(O)c4c3=O)O[C@@H]2CO)[C@H](O)[C@H](O)[C@H]1O,-0.2,-10.8,0.5,0.0,-5.3,10.1,17.2,-0.3
CC(=O)N1c2ccccc2C(C)=CC1(C)C,-0.1,-4.0,-3.7,0.2,-1.5,7.0,2.0,0.8
COCC(=O)Nc1ccc2c(c1)[C@@H]1C[C@@H](CC(=O)NCc3ccc(-c4ccccc4)cc3)O[C@@H](CO)[C@@H]1O2,0.8,1.9,.,-0.1,60.0*,-9.4,-6.1,1.3
CSc1ccccc1NC(=O)CN(C)C(=O)Cc1c(F)cccc1Cl,0.8,-15.5,-4.3,0.1,-1.8,3.0,-1.1,3.2
N#CC(Cc1cccc(CC(C#N)(c2ccccc2)c2ccccc2)c1)(c1ccccc1)c1ccccc1,0.0,10.5,1.7,0.0,20.3,0.2,6.5,-0.9
O=C(Cc1ccc(Cl)cc1)N/N=C/c1cccs1,0.0,6.6,4.0,0.4,-30.2,5.5,0.1,-2.1
COc1ccc(NC(=O)COC(=O)c2ccc(S(=O)(=O)N(C)c3ccccc3OC)cc2)cc1OC,.,0.8,.,-0.2,1.8,.,.,-9.2
CCC(C)c1ccc(OCC(=O)Nc2ccc3c(c2)C(=O)NC3=O)cc1 (stereo not given),-0.2,-41.6,-7.1,-0.1,5.4,-9.2,0.3,9.7
COc1ccc(CCNC(=O)CC2C(=O)NCCN2CC(C)(C)C)cc1 (stereo not given),4.0,-20.9,7.7,0.0,1.8,2.4,-3.9,5.7
CN(C)C(=O)c1ccc(-c2ccccc2[C@@H]2[C@@H](C#N)N(C(=O)C3CCC3)[C@H]2CO)cc1,0.1,-7.5,0.0,0.2,-2.3,.,.,2.9
CN(C(=O)COC(=O)c1n[nH]c(=O)c2ccccc12)c1ccccc1,38.3*,-7.0,8.3,-0.1,3.8,-0.7,-8.6,-0.8
CCCN(CCC)c1nc(-c2ccccn2)nc2ccccc12,0.8,45.4,-4.5,0.7,41.5,89.6*,-26.8,-5.6
COc1ccc(NS(=O)(=O)c2cccc(-c3n[nH]c(=S)n3Cc3ccccc3)c2)cc1,0.7,0.5,-2.5,-0.1,-3.8,.,.,3.6
